# Bioassay records deposited in PubChem BioAssay by several laboratories.
# PME-1 inh = PME-1 inhibitors via competitive probe labeling, primary screen, biochemical, fluorescence polarization, FP-Rh probe, HTS | recombinant PME-1 | inhibition, % at 5.9 µM | 0.53% of 320,000 active | AID 2130, 2009;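 active means inhibition above the campaign mean of all compounds plus 3 SD, cut at about 26% in these data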;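 further: competitive labeling of PME-1 active site by serine hydrolase directed probe; 0% = PME-1 with DMSO and 100% = wells lacking PME-1 enzyme; inhibitors block probe labeling so polarization falls and inhibition rises; many of its hits are not listed in these tables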
# GLD-1 RNA inh = GLD-1/TGE RNA complex disruptors, primary screen, biochemical, fluorescence polarization. purified GLD-1 + fluorescein TGE RNA. inhibition, % at 5.96 µM. 0.44% of 320,000 active. AID 2280, 2010;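 active means percent inhibition above a per-plate cutoff, the plate mean of test compounds plus 3 SD, cut at about 30% in these data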;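 further: 0% = DMSO wells with GLD-1 and probe and 100% = wells lacking GLD-1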
# Target sequence (Q17339 whole entry, looked up): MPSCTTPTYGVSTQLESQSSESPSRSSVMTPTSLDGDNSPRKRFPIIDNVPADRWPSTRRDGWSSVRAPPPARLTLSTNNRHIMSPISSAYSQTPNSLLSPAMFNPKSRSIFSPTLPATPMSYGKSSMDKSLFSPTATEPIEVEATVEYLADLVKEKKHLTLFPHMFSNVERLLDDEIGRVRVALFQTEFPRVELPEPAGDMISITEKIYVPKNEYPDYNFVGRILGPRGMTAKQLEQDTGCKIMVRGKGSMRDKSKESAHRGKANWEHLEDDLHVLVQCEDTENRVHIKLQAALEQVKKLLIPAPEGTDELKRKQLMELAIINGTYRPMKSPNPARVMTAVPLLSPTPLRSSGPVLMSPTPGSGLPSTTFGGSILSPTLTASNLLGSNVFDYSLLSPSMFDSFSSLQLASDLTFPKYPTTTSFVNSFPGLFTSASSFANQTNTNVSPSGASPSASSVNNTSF
# VLA-4 inh = inhibition in human VLA-4 binding assay, primary screen, VLA-4 allosteric modulator project, MLPCN library, flow cytometry, VLA-4 expressing cells. ligand binding flow cytometry. inhibition, % (about 7 µM as worked out from the volumes in the protocol). 0.2% of 330,000 active. AID 2557, 2010; in the data active means inhibition above about 50%
# MCL1 BIM primary = inhibitors of MCL1 binding to BIM-BH3, primary screen, biochemical, fluorescence polarization; Induced myeloid leukemia cell differentiation protein Mcl-1 (Homo sapiens), Q07820; GST-MCL1 / FITC-Bim-BH3 fluorescence polarization; inhibition, % at 10.9 µM; 0.68% of 320,000 active;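 active means inhibition above the mean inhibition of all tested compounds plus 3 SD, set per campaign, cut at about 40% in these data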;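 further: 0% = DMSO wells and 100% = unlabeled Bim-BH3 peptide control; higher means more loss of mP so more displacement of Bim peptide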
# Bcl-xL primary = inhibitors of human Bcl-xL, primary screen, biochemical, fluorescence polarization, HTS. Bcl-2-like protein 1 (Homo sapiens), Q07817. GST-Bcl-xL / FITC-Bim BH3 peptide fluorescence polarization. inhibition, % at 10.9 µM. 0.7% of 320,000 active;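 active means inhibition above the mean of all tested compounds plus 3 SD, cutoff set per campaign, cut at about 30% in these data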;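 further: 0% = DMSO wells and 100% = unlabeled Bim-BH3 peptide competitor; inhibitors lower millipolarization by displacing the labeled peptide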
# Efflux pump mplx = inhibitors of Candida efflux pumps in yeast, primary screen, S. cerevisiae, Nile Red, multiplex | S. cerevisiae Candida pump triplex | inhibition, % at 10 µM | 0.44% of 330,000 active | AID 485275, 2010;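 active means plate passing quality check with inhibition over a set limit, or well fluorescence over plate mean plus 4 SD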;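 further: Nile Red retained in pooled yeast measured as flow cytometry median fluorescence; 0% = buffer negative control and 100% = Enniatin B positive control; higher means more Nile Red kept so more efflux inhibition; some compounds called inactive have numbers as strong as hits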
# Fam108B inh = mouse Fam108B serine hydrolase inhibitors, primary screen, counter-screen for RBBP9 inhibitor project, biochemical, fluorescence polarization; recombinant Fam108B, FP-Rh probe fluorescence polarization; AID 1947, 2009; 0.33% of 300,000 active; inhibition, % at 9.51 µM;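 active means inhibition above the screen mean inhibition plus 3 SD, computed separately per campaign, cut at about 18% in these data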;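 further: inhibitors lower polarization as less probe binds the enzyme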
# GRK2 inh = compounds blocking aptamer binding on GRK2 – biochemical, human GRK2, bead flow cytometry, HTS, primary screen; Beta-adrenergic receptor kinase 1 (Homo sapiens), P25098; FAM-aptamer displacement from GRK2; inhibition of aptamer binding, % at 10 µM; 0.59% of 330,000 active; AID 488847, 2010;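 active means inhibition of aptamer binding above 40%, roughly 3 SD of noise, on plates passing a quality check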;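 further: median bead fluorescence of bound FAM aptamer so fluorescent compounds give negative values; no value below 0 was filed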
# MEX-5 binding = MEX-5 zinc finger RNA-binding disruptors – biochemical, C. elegans, fluorescence polarization, MLPCN library, primary screen; MEX-5/FITC-TCR2 RNA binding; active compounds read low; Zinc finger protein mex-5 (Caenorhabditis elegans), Q9XUB2; AID 1832, 2009; 0.38% of 300,000 active; activity score (negative = inhibition of binding), % at 10 µM;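 active means inhibition past about -25% in most replicates, and total fluorescence under double the plate's negative control median, limit read from the data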;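 further: 0% = DMSO and -100% = 5 µM competing unlabeled TCR2 RNA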
# Target sequence (Q9XUB2 whole entry, looked up): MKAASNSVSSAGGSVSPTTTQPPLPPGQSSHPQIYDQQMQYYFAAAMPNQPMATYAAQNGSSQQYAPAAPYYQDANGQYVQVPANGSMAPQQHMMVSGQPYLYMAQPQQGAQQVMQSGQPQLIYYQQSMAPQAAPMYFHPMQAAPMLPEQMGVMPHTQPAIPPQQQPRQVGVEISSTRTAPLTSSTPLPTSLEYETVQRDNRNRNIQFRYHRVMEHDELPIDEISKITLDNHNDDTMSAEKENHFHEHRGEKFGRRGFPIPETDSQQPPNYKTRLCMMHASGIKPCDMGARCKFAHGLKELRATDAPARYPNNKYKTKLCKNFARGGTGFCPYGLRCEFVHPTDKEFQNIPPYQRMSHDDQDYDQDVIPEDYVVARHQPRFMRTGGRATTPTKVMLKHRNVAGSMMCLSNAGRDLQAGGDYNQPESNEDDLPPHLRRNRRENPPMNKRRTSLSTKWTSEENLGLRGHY
# The depositor's hits bear a star; nt = no result given. An excerpt; the hit share may differ from the screen's.
SMILES	PME-1 inh	GLD-1 RNA inh	VLA-4 inh	MCL1 BIM primary	Bcl-xL primary	Efflux pump mplx	Fam108B inh	GRK2 inh	MEX-5 binding
CCOC(=O)C1CCCN(CCSc2ccc(C)cc2)C1 (stereo not drawn)	0	0	11	-2	6	0.0	1	0	-0.8
C/C(=N/NC(=O)COc1cc(C)ccc1C(C)C)C(=O)O	-2	11	6	2	0	0.1	4	3	-1.1
CCOc1ccc(CCNC(=O)c2nn(C)c3c2CS(=O)(=O)c2ccccc2-3)cc1	-5	-4	2	-2	6	-0.1	-3	1	-0.9
CCOc1ccccc1NC(=O)NCc1ccccc1	1	-2	50*	-6	-2	-0.1	-1	0	3.2
Cc1ccc(O)c(CNCCNCc2cc(C)ccc2O)c1	4	3	-1	3	0	-0.1	6	1	2.3
CC(C)C(=O)Nc1c2c(nn1-c1ccccc1)CSC2	2	4	-1	2	5	0.0	2	5	0.0
Cc1cc(C)c(C)c(S(=O)(=O)NCc2ccc(C(=O)N3CCN(C)CC3)cc2)c1C	-2	8	-6	-2	6	-0.3	-1	2	3.4
O=c1cc(N2CCN(Cc3ccccc3)CC2)c(-c2ccccc2)n[nH]1	-2	-4	2	-8	7	0.3	3	0	-0.4
CCCCc1ccc(NC(=O)C2CCN(S(C)(=O)=O)CC2)cc1	1	8	41	8	9	-0.2	-1	0	-3.9
CCCCn1c(=O)n(CC(O)c2ccccc2)c(=O)c2c1ncn2C1CCCC1 (stereo not drawn)	-3	7	2	2	7	0.0	0	1	-1.1
Cc1cccc(CSCCNC(=O)CN2C(=O)c3ccccc3S2(=O)=O)c1	3	-11	1	-2	-2	-0.1	-3	0	1.5
O=c1c2ccccc2nc(-c2ccc(Cl)cc2Cl)n1CCCn1ccnc1	3	4	24	7	7	0.0	7	0	0.8
COc1ccc(C)cc1N(CC(=O)NC1CCCC1)C(=O)CCC(=O)Nc1cc(C)on1	7	-3	6	0	-1	-0.1	4	0	2.7
Cc1ccc(N2CCN(S(=O)(=O)N3CCCCC3)CC2)cc1C	-1	4	5	5	3	-0.1	-3	0	-1.8
O=C(NCCc1ccc(O)cc1)c1ccc(Cl)cc1	1	5	2	1	13	0.0	-2	1	1.0
CCN(CC)c1ccc(NC(=O)CCc2nnc3ccc(N4CCCC4)nn23)c(C)c1	0	3	12	9	-1	-0.1	0	1	-0.2
COc1ccc(N=C2SCC(=O)N2Cc2ccccc2)cc1	10	2	-5	15	23	-0.1	2	0	-3.1
COc1ccc(NC(=S)NCCCc2ccccc2)cc1	3	1	39	12	5	0.0	2	4	-3.4
O=C(Cc1ccccc1)NNS(=O)(=O)c1ccc([N+](=O)[O-])cc1	0	3	0	18	6	-0.1	-3	0	-0.4
Cc1cc(=O)[nH]c(Nc2cccc(Cl)c2C)n1	4	4	1	5	2	-0.1	0	0	1.9
COC(=O)c1sc(N2CCN(Cc3ccccc3)CC2)nc1N	5	-5	-8	7	6	-0.1	-4	3	0.4
O=C(Cn1c(=O)c2c3c(sc2n(Cc2ccccc2)c1=O)CCCC3)NCCO	-7	4	27	5	6	-0.2	9	4	-1.5
O=C(NCc1ccco1)c1ccc(NC(=O)C2COc3ccccc3O2)cc1 (stereo not drawn)	-1	2	16	0	7	0.1	4	1	2.6
CCOc1cc(C(=O)N[C@@H](C)C(=O)N2CCC3(CC2)NCCc2[nH]cnc23)cc(OCC)c1OCC	1	-5	4	-1	6	0.7	-3	0	-2.6
CN(C)CCNC(=O)/C(=C/c1ccc(-c2cccc([N+](=O)[O-])c2)o1)NC(=O)c1ccccc1	1	2	9	7	0	-0.2	-1	0	1.4
CC(=O)c1cccc(NC(=O)C2C3C=CC(C4CC34)C2C(=O)O)c1 (stereo not drawn)	0	6	-2	5	1	0.0	-5	3	0.4
CCCc1cc(NCCCN(C)C)n2c(nc3ccccc32)c1C#N	2	0	9	12	10	0.0	0	1	0.0
COc1ccc(NC(=O)C2CCCCN2S(=O)(=O)c2ccc(F)cc2)c(OC)c1 (stereo not drawn)	-2	2	-12	4	2	-0.1	0	3	1.8
CC(OC(=O)Cc1n[nH]c(=O)c2ccccc12)C(=O)Nc1cccc([N+](=O)[O-])c1 (stereo not drawn)	2	1	-6	3	-1	0.2	-2	0	2.1
CSCCC(NS(=O)(=O)c1cccs1)C(=O)NCc1ccc(C)cc1 (stereo not drawn)	-2	1	10	-2	-3	0.2	-3	6	0.0
CN(C(=O)CSc1nnc(Nc2ccccc2)s1)C1CCS(=O)(=O)C1 (stereo not drawn)	-8	-2	27	-12	1	-0.2	2	3	0.1
COc1ccc(CC(=O)Nc2ccc(/C(C)=N/NC(=O)c3cccc([N+](=O)[O-])c3)cc2)cc1	6	-2	10	1	0	-0.1	-1	0	-0.2
COc1cccc(-n2nc(-c3ccnn3-c3cccc(Cl)c3)c(=O)n(C)c2=O)c1	3	-8	14	-2	2	0.1	-4	3	-0.7
Cc1cccc(C(=O)Nc2nnc(S(=O)(=O)N3CCC(C)CC3)s2)c1	-4	-2	-2	0	8	0.0	-8	0	0.9
CC1CCCN(Cc2nc3c(c(=O)n(C)c(=O)n3C)n2CCc2ccccc2)C1 (stereo not drawn)	-4	3	14	5	4	0.1	6	0	0.3
COC(=O)c1ccccc1NC(=O)CNc1cc(OC)c(OC)cc1C	3	-5	12	12	5	-0.1	-2	0	-0.1
COc1cc(CC(=O)OCC(=O)Nc2ncc(Cl)cc2Cl)cc(OC)c1OC	0	4	12	20	20	-0.1	7	3	-2.0
CC(=O)/C(=N\Nc1ccccc1Cl)Sc1nnc(-c2ccccc2)n1-c1ccccc1	-2	-4	-8	-1	3	-0.1	-1	0	1.2
CC(=O)Nc1ccc(NC=C(C#N)C#N)cc1	-6	0	-2	-8	-1	0.0	3	0	-3.1
CCOC(=O)Cc1csc(/C(=N/O)C(N)=O)n1	-9	-7	0	10	2	0.1	4	0	0.6
O=C(CN1CCCCC1)Nc1nc(-c2ccccc2)cs1	-5	-3	6	1	4	-0.1	2	4	-0.4
Cc1cc(C(=O)NN)c(Cl)cc1Cl	2	-4	5	-1	-2	0.3	5	0	0.0
CCOC(=O)c1ccccc1OCc1cc(/C=N/NC(=O)c2ccncc2)ccc1OC	-16	4	20	-4	3	-0.1	-11	0	-0.3
CCc1ccc(NC(=O)CC2C(=O)N(c3cccc(OC)c3)C(=O)N2CCOC)cc1 (stereo not drawn)	1	6	8	-3	4	0.1	2	0	-0.8
C=CCn1c(C(CC)CC)nc2ccccc21	-2	5	-5	-18	-16	0.0	2	0	0.8
Cc1ccccc1CNC(=O)C1CCCN(c2nnc(C)c3c(C)n(-c4ccccc4)nc23)C1 (stereo not drawn)	21	-4	27	11	5	-0.3	3	0	3.8
COc1ccccc1N1CCN(C(=O)Oc2ccccc2)CC1	1	2	-6	3	4	0.0	2	0	2.9
Cc1noc(NS(=O)(=O)c2ccc(NC(=O)CSc3nc4c(cc3C#N)CCCCC4)cc2)c1C	2	4	-2	-1	3	-0.3	1	0	0.1
c1ccc(CCn2nnnc2CN2CCN(C3CCCC3)CC2)cc1	-11	1	9	4	1	0.1	2	1	-2.5
C[C@@H](NC(=O)c1nc[nH]c1C(=O)NCc1ccc(CNC(=O)OC(C)(C)C)cc1)c1ccccc1	-7	3	9	8	5	0.3	nt	0	nt
C=CCNC(=O)/C(=C\c1ccc(OC)cc1)NC(=O)c1ccc([N+](=O)[O-])cc1	-12	-159	-53	-40	-15	0.0	0	0	6.5
Cc1ccccc1-n1c(SCC(=O)Nc2ccccc2Cl)nc2n[nH]c(C)c2c1=N	4	4	-14	8	8	-0.3	-40	0	-1.4
COc1ccc(C2/C=C\CN(S(=O)(=O)c3ccc(C)cc3)[C@H](Cc3ccccc3)C(=O)N2Cc2ccc(F)cc2)cc1 (stereo partly drawn)	-9	-11	-2	2	2	-0.1	5	2	3.5
COc1ccc(-c2oc3ncn4nc(Cc5ccccc5)nc4c3c2-c2ccc(OC)cc2)cc1	2	-7	-8	1	4	0.1	2	0	-1.8
CCOc1ccc(OCC)c(NC(=O)C2CCN(c3nn4c(=O)cc(C)nc4s3)CC2)c1	-1	4	-4	2	2	0.1	2	0	-1.0
CC(c1ccon1)N(C)Cc1c(C(=O)N(C)Cc2ccccc2)nc2ccccn12 (stereo not drawn)	4	1	-1	2	5	0.1	1	0	-0.9

# The list continues.
SMILES	PME-1 inh	GLD-1 RNA inh	VLA-4 inh	MCL1 BIM primary	Bcl-xL primary	Efflux pump mplx	Fam108B inh	GRK2 inh	MEX-5 binding
COc1ccc(N(C(=O)COc2cccc(C)c2)S(=O)(=O)c2ccc(C)cc2)cc1	-4	0	0	4	2	-0.3	-2	1	2.1
CCOC(=O)N1CCC(NC(=O)Cn2cccc2C(=O)c2ccccc2C)CC1	-10	6	15	1	2	-0.1	0	2	0.4
COc1cccc(C(=O)COC(=O)COc2c(C)cc(C)cc2C)c1	-2	8	-19	4	2	0.3	nt	3	nt
Nc1nc(SCC(=O)c2cc3ccccc3o2)n[nH]1	-6	-10	3	11	9	0.0	1	1	-3.9
CCn1c2ccccc2c2cc(/C=N/n3cn[nH]c3=S)ccc21	8	-1	-12	-4	-11	0.0	-1	3	-1.1
CCc1ccc(S(=O)(=O)N(C(=O)c2ccncc2)c2ccc(OC(=O)c3ccncc3)cc2)cc1	-6	5	2	14	7	-7.1	1	0	-1.9
CCOC(=O)C1=C(COC(=O)/C=C/c2ccc(Cl)cc2)NC(=O)NC1C (stereo not drawn)	0	-1	-5	3	4	-0.4	-3	0	-0.4
Cc1ccc(NC(=O)CCNC(=O)c2ccc(Br)cc2)nc1	3	-1	-16	2	1	0.1	3	2	1.7
CC(c1ccccc1)N1CCn2c(nc3cc(NC(=O)NC4CCCCC4)ccc32)C1 (stereo not drawn)	5	5	3	13	11	0.1	4	0	-0.2
Cc1ccc(S(N)(=O)=O)cc1NC(=O)/C=C/c1ccc2c(c1)OCO2	7	2	-1	-5	5	-0.2	-1	3	2.0
Cc1cc(SCc2ccc([N+](=O)[O-])cc2)nc(=O)[nH]1	-6	-10	-4	18	5	0.2	5	19	-0.1
O=C(CCS(=O)(=O)c1cccc2nonc12)N1CCN(c2ccc(F)cc2)CC1	0	-3	-7	-3	-4	-0.3	3	1	1.1
O=C(O)/C(=C\c1c(C(=O)O)[nH]c2cc(Cl)cc(Cl)c12)c1ccccc1	-3	-2	11	5	5	0.0	6	2	nt
